Assay outcomes from PubChem.
TNAP inh hiacc – blocks human TNAP under high phosphate acceptor concentration. AID 1135. 200,000 tested, 0.03% active. P05186. inhibition, % at 20 µM. purified TNAP, CDP-star luminescence, 1 M DEA;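 active = over 50% inhibition of tissue-nonspecific alkaline phosphatase at 20 µM in the single-dose screen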;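 note: plate controls were DMSO wells for no effect and EDTA-quenched wells as full inhibition for full effect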
Target sequence (P05186 whole entry, looked up): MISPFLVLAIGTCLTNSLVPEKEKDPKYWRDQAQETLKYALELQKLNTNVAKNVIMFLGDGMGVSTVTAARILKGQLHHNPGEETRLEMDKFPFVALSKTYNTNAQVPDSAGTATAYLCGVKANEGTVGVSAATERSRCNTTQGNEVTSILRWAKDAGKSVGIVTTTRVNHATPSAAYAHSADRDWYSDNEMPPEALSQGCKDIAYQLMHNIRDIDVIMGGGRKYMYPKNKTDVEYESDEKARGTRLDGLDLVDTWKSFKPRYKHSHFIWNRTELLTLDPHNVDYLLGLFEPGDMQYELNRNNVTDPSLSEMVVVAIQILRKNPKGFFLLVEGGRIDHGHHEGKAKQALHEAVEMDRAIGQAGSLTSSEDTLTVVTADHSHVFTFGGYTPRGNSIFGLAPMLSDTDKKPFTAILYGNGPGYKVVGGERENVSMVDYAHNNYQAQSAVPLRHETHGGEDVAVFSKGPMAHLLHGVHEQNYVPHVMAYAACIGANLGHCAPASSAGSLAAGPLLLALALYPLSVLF
Hsp70 act – switches on Hsp70 transcription. 200,000 tested, 0.04% active. HeLa Hsp70 promoter luciferase reporter, luminescence; scaled: vehicle 0, proteasome-inhibitor control 100%. activation, % at 10 µM. AID 1203;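 active = activation above the mean across all tested compounds plus 3 SD, cutoff set per campaign, cut at about 5.5% in these data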;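 note: 100% = MG132 at 30 µM as the positive control and 0% = DMSO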
TNAP inh no acc – inhibitors of human TNAP without phosphate acceptor; AID 1012; purified TNAP, CDP-star luminescence, 30 min; 200,000 tested, 0.26% active; inhibition, % at 20 µM;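 active = tissue-nonspecific alkaline phosphatase inhibition above about 50% at 20 µM in the single-dose screen, limit read from the data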;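 note: 0% = DMSO negative control and 100% = EDTA positive control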
S1P3 antagonist – antagonists of human S1P3 receptor | 170,000 tested, 0.27% active | inhibition, % at 4.98 µM | CHO S1P3 NFAT-BLA reporter, FRET fluorescence, antagonist mode | AID 485;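 active = inhibition above the plate cutoff, the mean inhibition of test wells on that plate plus 3 SD, cut at about 28% in these data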;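 note: cells challenged with S1P at its EC80 of 0.8 µM; blue over green emission ratio from cleaved BLA substrate after 4 h stimulation; 0% = S1P-stimulated wells and 100% = unstimulated DMSO-only wells; some compounds past the cut are filed as inactive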
Target sequence (Q99500 whole entry, looked up): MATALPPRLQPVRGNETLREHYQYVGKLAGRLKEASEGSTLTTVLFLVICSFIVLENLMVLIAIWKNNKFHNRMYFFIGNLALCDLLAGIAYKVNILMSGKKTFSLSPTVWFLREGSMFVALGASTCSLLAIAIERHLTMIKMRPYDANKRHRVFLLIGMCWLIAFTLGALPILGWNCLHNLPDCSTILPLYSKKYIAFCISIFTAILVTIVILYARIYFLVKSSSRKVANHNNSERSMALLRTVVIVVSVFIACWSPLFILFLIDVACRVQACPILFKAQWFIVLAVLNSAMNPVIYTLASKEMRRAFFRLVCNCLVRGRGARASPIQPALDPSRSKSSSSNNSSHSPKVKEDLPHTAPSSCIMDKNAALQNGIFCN
PMI activator – increases human mannose-6-phosphate isomerase activity | P34949 | purified human PMI, coupled resazurin fluorescence, 20 min; active compounds read high; 1 = vehicle control, 0 substrate-free wells | activation factor at 20 µM | 190,000 tested, 0.005% active | AID 1214;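 active = activation factor of 2 or more at 20 µM, relative to plate controls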
Redox H2O2 prof – compounds producing H2O2 with reducing agent – biochemical, NIH compound library profiling, artefact control for MLSCN library redox annotation, primary screen | DTT-dependent redox cycling H2O2, phenol red/HRP absorbance; 100% = 100 µM peroxide control, 0% = buffer | activation, % at 10 µM | 200,000 tested, 0.03% active;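 active = activation of at least 50% relative to the plate's high and low controls in the primary single-dose screen; inactive = activation below 50%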;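 note: compound incubated with DTT at 0.8 mM final as the reducing agent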
Lmaj promast – reduces viability of Leishmania major promastigotes; 200,000 tested, 9% active; resazurin fluorescence viability; AID 1063; inhibition, % at 10 µM; in the data active = inhibition above about 50%;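 note: promastigotes grown with compound for 44 hours at 28 °C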
HMGR II inh – E. faecalis class II HMG-CoA reductase inhibition; AID 1066; inhibition, % at 10 µM; purified E. faecalis HMGR, NADPH absorbance 340 nm kinetic; 190,000 tested, 0.41% active;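 active = inhibition above a set limit, the median over all tested compounds plus 3 SD, cut at about 9.5% in these data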;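 note: enzyme runs in reverse so mevalonate oxidation gives rising NADPH absorbance; 0% = complete reaction with DMSO and 100% = background rate lacking mevalonate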
RAM inhibit – blocks the yeast RAM network; 190,000 tested, 1.8% active; inhibition, % at 50 µM; AID 868; S. cerevisiae dse1pr::URA3 reporter, 5-FOA growth OD615, 2 d; analog-sensitive cbk1-as2 kinase mutant strain;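 active = inhibition above a set limit, 3 SD over mean compound inhibition, cut at about 8.4% in these data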;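 note: 0% = DMSO-only wells with no growth and 100% = 10 µM 1-NA-PP1 full growth; inhibition rescues growth on 5-FOA so higher OD means more RAM inhibition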
PMI act hi M6P – PMI (human) activation, high substrate | AID 1216 | activation factor at 20 µM | P34949 | coupled PMI enzyme assay, resazurin fluorescence, 20 min; active compounds read high; 1 = untreated enzyme, 0 = substrate-free blank | 190,000 tested, 0.34% active;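 active = activation factor of 2 or more at 20 µM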
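Test system: human phosphomannose isomerase with PGI, G6PDH, diaphorase coupling enzymes / Doses: 20 µM compound, 1% DMSO / Times: enzyme reaction with compound 20 min at room temperature / Measured by: Diaphorase-driven resazurin-to-resorufin fluorescence, excitation 544, emission 590 nm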
* marks the source's active call; other numbers are inactive results; . = no result given.

SMILES	TNAP inh hiacc	Hsp70 act	TNAP inh no acc	S1P3 antagonist	PMI activator	Redox H2O2 prof	Lmaj promast	HMGR II inh	RAM inhibit	PMI act hi M6P
CCOc1cc2c(cc1/C=C(/C#N)c1ccc(C(=O)O)cc1)OCO2	8.2	-0.4	11.0	-8.2	1.2	-0.4	-9.0	-3.2	4.2	1.1
O=C(COC(=O)c1cccc(NS(=O)(=O)c2ccc(F)c(F)c2)c1)NC(=O)NC1CCCC1	-4.1	-0.4	1.1	4.7	0.9	0.1	0.1	-4.1	4.7	0.9
CN(C)S(=O)(=O)c1cccc(NC(=O)CNCC2CCCCC2)c1	-6.9	-0.2	-4.4	-6.8	0.9	-0.3	84.4*	-4.0	1.6	0.9
CC1=NN(c2ccccc2)C(=O)/C1=C/c1c(O)n(-c2ccc(F)cc2)[nH]c1=O	13.6	-0.2	4.7	-11.9	1.1	0.0	-6.2	-0.9	1.3	1.2
CC(Sc1nnc(C(C)N(C)C)n1-c1ccc(Cl)cc1)C(=O)Nc1ccc2c(c1)OCO2 (stereo unspecified)	-4.2	0.1	-15.8	.	0.9	-3.2	-3.4	-2.4	0.7	0.9
COc1ccc(N2CCN(C(=O)CSc3ncccc3-c3nc4ccccc4[nH]3)CC2)cc1	-0.9	-0.3	-16.6	-2.9	0.9	-0.2	57.8*	0.0	0.3	0.9
ClC1(Cl)CC1Cn1cnc2ccccc21 (stereo unspecified)	-0.8	-0.2	-5.1	8.6	1.1	-0.7	0.4	-3.2	4.0	1
O=c1c2cc(Br)ccc2[nH]c(=S)n1Cc1cccnc1	1.9	-0.1	-2.4	.	0.9	-3.8	-2.3	-7.5	4.1	1
N#Cc1cccc(C(c2nnnn2Cc2ccccc2)N2CCCC2)c1 (stereo unspecified)	-7.0	-0.5	-19.7	2.5	1.1	3.1	0.5	1.1	2.2	1
CC(=O)NC(CCS(C)(=O)=O)C(=O)Nc1cccc(C)c1C (stereo unspecified)	-3.9	-0.1	-10.4	-21.3	1	0.2	-4.7	-9.9	0.6	1
COc1ccc(C2(O)CCN(CC(=O)Nc3nc(-c4ccccc4)cs3)CC2)cc1	19.0	-0.2	-19.7	3.2	0.7	0.0	3.9	7.2	0.4	0.8
COC(=O)COc1nsnc1N1CCOCC1	4.0	-0.3	-4.2	-20.4	1	0.0	-4.8	-2.8	0.5	1
CCOc1ccccc1N(CC(=O)Nc1ccc2c(c1)OCCO2)S(C)(=O)=O	-8.4	-0.4	-14.0	-32.6	1.1	0.0	-0.7	-10.9	0.9	1.1
COc1cc2c(cc1NC(=O)COC(=O)[C@@H](NC(=O)c1ccccc1)C(C)C)oc1ccccc12	-3.5	-0.1	-79.8	-2.9	0.8	0.8	1.6	5.3	2.7	0.9
Cc1ccc(Cl)cc1N1CCN(C(=O)c2ccc3nc[nH]c3c2)CC1	-4.9	-0.3	-9.0	11.3	1	-0.5	3.3	-1.6	1.0	0.9

An excerpt of these results, with values under each structure:
Every second line gives: TNAP inh hiacc | Hsp70 act | TNAP inh no acc | S1P3 antagonist | PMI activator | Redox H2O2 prof | Lmaj promast | HMGR II inh | RAM inhibit | PMI act hi M6P
> CCOc1ccccc1N(CC(=O)Nc1ccc2c(c1)OCCO2)S(C)(=O)=O
  -8.4 | -0.4 | -14.0 | -32.6 | 1.1 | 0.0 | -0.7 | -10.9 | 0.9 | 1.1
> COc1cc2c(cc1NC(=O)COC(=O)[C@@H](NC(=O)c1ccccc1)C(C)C)oc1ccccc12
  -3.5 | -0.1 | -79.8 | -2.9 | 0.8 | 0.8 | 1.6 | 5.3 | 2.7 | 0.9

Additional structures follow:
SMILES	TNAP inh hiacc	Hsp70 act	TNAP inh no acc	S1P3 antagonist	PMI activator	Redox H2O2 prof	Lmaj promast	HMGR II inh	RAM inhibit	PMI act hi M6P
Cn1c(C(=O)N2CCCC(C(=O)c3ccc(C(F)(F)F)cc3)C2)cc(=O)n(C)c1=O (stereo unspecified)	-4.8	0.1	-4.8	3.0	1	-0.2	-2.6	-3.1	3.1	1
O=C(NCc1ccc(F)cc1)C1CCC(=O)N1C1CCCCC1 (stereo unspecified)	-5.3	-0.5	-3.7	-7.5	1	-0.6	1.1	1.1	2.0	0.9
CCOC(=O)C1(P(=O)(c2ccccc2)c2ccccc2)CCC1	-1.2	-0.1	1.5	.	1	1.2	19.2	2.6	3.0	1
Nc1cc(=O)[nH]c(SCC(=O)N2CCN(S(=O)(=O)c3ccc4ccccc4c3)CC2)n1	-7.1	-0.2	-11.4	-11.0	0.9	-1.6	-9.2	-8.1	0.5	0.9
COc1ccc(-c2oc3ncn(Cc4ccco4)c(=N)c3c2-c2ccc(OC)cc2)cc1	-0.1	-0.4	9.0	.	0.8	1.4	40.0	-3.2	0.0	0.9
COC(=O)c1ccc(NC(=O)C2CCCN(S(=O)(=O)c3cnc[nH]3)C2)cc1 (stereo unspecified)	-0.4	-0.3	-5.4	-18.9	1.1	-1.2	5.2	-1.0	1.7	1.1
COc1ccc(-c2[nH]ncc2CNCc2cc(C)n(C)n2)c(F)c1	-6.6	-0.4	68.3*	-19.1	0.9	0.4	-1.2	1.4	1.2	0.9
Cc1ccc(Nc2nc(N)nc(CN3CCN(c4ccccc4)CC3)n2)cc1Cl	-2.7	0.0	-3.3	20.4	0.9	0.8	21.0	2.0	1.1	1
CNC(=O)c1ccc(-n2cccn2)nc1	3.4	-0.1	-1.7	-2.6	1.1	-0.1	-0.8	-4.3	1.9	1
CCn1ccnc1CN(C)Cc1nc(-c2cccc(Cl)c2)no1	-4.8	0.0	-3.9	-8.3	1	-1.3	3.9	4.7	0.6	1
CC(=O)Nc1ccc(SCC(=O)N(C)C2CCS(=O)(=O)C2)cc1 (stereo unspecified)	-3.4	-0.4	-7.3	-7.0	0.9	-0.5	-5.8	-0.8	2.5	0.9
CCc1ccc(NC(=O)CSc2nnc(COc3ccc4c(c3)CCCC4)o2)cc1	-2.2	-0.2	-9.2	.	1	0.3	6.2	-0.5	2.7	1
O=C(NCc1ccco1)c1cccc(NC(=O)c2ccccc2)c1	-4.2	0.3	-14.5	40.5	1	0.8	6.7	-2.0	-1.3	1
COc1ccc(/C=N/NC(=O)CCc2ccccc2)cc1O	-4.2	0.3	-7.9	.	1	3.2	-1.5	.	-0.8	1
CCOC(=O)Cc1csc(NC(=O)CCCN2C(=O)c3ccccc3C2=O)n1	-7.5	-0.2	-18.0	.	1.1	-0.5	-0.7	-0.2	0.0	1.1
O=C(NCCSCc1ccco1)Nc1ccc(Cl)cc1	-5.0	-0.1	-13.9	5.9	0.8	0.4	11.5	2.5	3.6	0.9
CCOC(=O)CC(NC(=O)c1cc2cc(Cl)cc(Cl)c2oc1=O)c1cccc([N+](=O)[O-])c1 (stereo unspecified)	-2.1	-0.5	0.4	17.8	0.8	0.0	-5.5	-5.8	3.6	0.8
O=C(N/N=C/c1cccnc1)c1cc2c(ccc3ccccc32)o1	0.4	-0.1	1.0	.	0.8	-4.0	38.6	0.7	-0.3	0.9
CCOC(=O)Cc1csc(NC(=O)c2ccc(S(=O)(=O)N(CCOC)CCOC)cc2)n1	-3.7	-0.4	-12.2	-14.0	0.9	-0.3	4.5	-1.2	1.5	0.9
Cc1ccc(C)c(NC(=O)CCC(=O)NNC(=S)Nc2ccccc2)c1	-2.3	-0.1	-108.2	4.1	1.1	0.4	-6.9	-1.2	0.0	1
O=C(Nc1ccncc1)c1ccc(F)cc1	-4.0	0.0	-7.8	.	1	0.0	29.8	1.2	-0.5	1
O=C(O)c1cccc(NC(=O)c2ccc(S(=O)(=O)c3ccccc3)cc2)c1	2.2	-0.1	9.4	-6.6	0.9	-0.5	-5.4	-3.7	-0.1	1
Cc1ccn2c(C(=O)N/N=C\c3ccc4c(c3)OCO4)c(C)nc2c1	-2.0	-0.2	-7.9	1.9	0.8	-0.5	84.8*	-1.3	2.2	0.9
O=C1CC(C(=O)Nc2cc(Cl)ccc2Cl)n2ncnc2N1 (stereo unspecified)	-5.1	-0.4	-18.2	15.7	1.1	-0.2	-6.0	-5.6	0.1	1.1
Cc1noc(C)c1S(=O)(=O)N(CC(=O)Nc1ccc2c(c1)OCCO2)c1ccc(C(C)C)cc1	-14.4	0.1	-18.2	11.4	0.9	0.0	55.8*	2.6	2.6	0.9
COc1cc(C=O)ccc1OCCCOc1ccccc1C(=O)O	-7.1	-0.5	-4.7	.	1.1	-12.5	-3.6	0.2	2.0	1
COc1ccccc1NC(=O)CN1CC(=O)Nc2ccccc21	-1.6	-0.2	-3.5	0.4	1.6	0.2	-6.6	4.6	0.8	1.6
Cc1ccc(C2NC(=O)Cc3ccccc32)cc1 (stereo unspecified)	-14.2	-0.3	-3.3	.	1.1	0.2	-4.5	-0.1	-0.3	1.1
COc1ccc(N(CC(=O)N2CCc3ccccc32)S(=O)(=O)c2c(C)noc2C)cc1	-2.5	-0.1	-4.6	22.6	0.8	-1.1	0.1	-0.9	5.0	0.8
O=C(O)c1ccc(N2C(=O)/C(=C/c3ccc(-c4ccc([N+](=O)[O-])cc4)o3)C=C2c2ccccc2)cc1	34.6	0.5	36.5	20.3	1.2	0.9	98.8*	2.2	4.4	1.3
COc1ccc2nc(NC(=O)c3cccnc3SC)sc2c1	-3.6	0.4	-12.2	6.8	0.9	0.3	80.7*	-8.3	-2.7	0.9
CC(=O)NC(=S)NNC(=O)COc1ccc([N+](=O)[O-])cc1	-3.5	0.3	-14.1	-28.2	0.8	-0.7	-4.4	9.4	0.0	0.9
CCCN1CCC(NC(=O)Nc2ccc(OC)c(OC)c2)CC1	-6.2	0.5	-10.7	1.1	0.9	1.4	5.8	-2.1	2.6	1
CCOC(=O)c1[nH]c2ccc(OC)cc2c1NC(=O)CCN1CCC(C)CC1	2.3	-0.4	-1.9	.	0.9	0.0	4.5	-1.5	-0.9	0.9
Cc1ccc(CCCOC(=O)CN2CCCCC2)cc1	-3.6	0.1	-10.4	-3.0	1.1	-0.9	12.9	-4.0	-0.2	1
CN(c1ccccc1)c1ccc(/C=C/[N+](=O)[O-])cc1	11.3	0.1	29.9	-17.4	1	0.0	100.3*	-0.4	6.3	1
CCOc1ccccc1NC(=O)N1CCCC1C(=O)Nc1ccc(-n2cnnn2)c(C)c1 (stereo unspecified)	-4.1	0.1	-3.5	.	0.9	-0.9	-3.4	0.3	1.8	1
CC(=O)Nc1ccc2nc(NC(=O)COc3ccccc3Cl)sc2c1	-4.0	-0.3	-15.9	3.7	1	-0.1	6.5	2.3	9.9*	0.9
Cc1cccc(C(=O)N[C@H](C(=O)OCc2cc(=O)n3c(n2)sc2ccccc23)C(C)C)c1	-1.3	-0.2	0.7	-8.0	0.8	0.2	5.3	-5.4	0.6	0.8
Cn1c(NCc2c[nH]c3ccccc23)nc2ccccc21	-10.9	0.1	-17.7	-30.9	1.2	0.8	15.0	-0.3	0.7	1
CCn1c(=S)[nH]c2nc3c(cc2c1=O)CCCC3	2.7	-0.3	-1.2	.	1	1.8	0.0	-4.5	3.1	1.1
Cc1ccccc1CN1CCN(CC(=O)NCc2ccc3c(c2)OCO3)C1=O	-0.4	-0.2	-2.6	.	0.9	0.9	-12.6	0.0	-0.6	0.9
